aSyn rescue: inhibitors of alpha-synuclein toxicity in yeast | Yeast expressing alpha-synuclein, growth rescue, BacTiter-Glo, 24 h | Potency, µM (highest dose often 46.1 µM), without a hit: at the highest dose growth rescue (activation), usual class: activators | 370,000 compounds, 0.14% hits; further: potency means the concentration at half of the fitted maximal effect; % of control where 0% means no effect; nearly all actives have a fitted effect of over 65% in size
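Screening used galactose-induced yeast with toxic alpha-synuclein levels, exposed to compound for 24 hr at 30 deg C. Cell growth, read with BacTiter-Glo luminescence, gave the measured signal.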
FUS yeast rescue: FUS proteinopathy suppression in yeast | S. cerevisiae FUS-expressing, growth rescue, OD600, 24 h | Potency, µM (highest dose often 76.6 µM), for inactives: at the highest dose growth rescue (activation), most hits filed as activators | 390,000 compounds, 0.24% hits | AID 1347120;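 further: potency means the concentration at half of the fitted maximal effect; plate controls were DMSO vehicle for no effect and reference control for full effect; nearly all actives have a fitted effect of over 55% in size; some results filed as inactive show a strong effect at the top dose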
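Steps: raffinose overnight preculture; dilution to OD 0.005 in 2% galactose minimal medium; compound addition (concentration series); 24hr at 30C, 99% humidity; absorbance read at 600 nm.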
D3 ag: D3 dopamine receptor (human) agonism | max activation, % | P35462 | D3R DiscoveRx beta-arrestin cells, luminescence, 90 min | 410,000 compounds, 0.58% hits; in the data active means max activation above about 30%; further: 0% is about no effect; mostly tested at two doses, the higher about 12 µM
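Cells at 1500/well, incubated overnight, then treated with pinned compounds (dopamine as control) for 90 min at 37 degrees C. DiscoveRx reagent added for 30 - 60 minutes at room temperature; luminescence read.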
DRD3 antagonist: antagonists of human D3 dopamine receptor. max response, negative = inhibition, %. 360,000 compounds, 2.5% hits. D3R cells, DiscoveRx beta-arrestin luminescence, antagonist mode; stronger effect = lower value. AID 652054. P35462; in the data active means max response below about -50%; inconclusive means no clear call, values can overlap the other calls; further: on the % scale 0 is the no-effect control and ±100 the full control effect; mostly tested at two doses, the higher about 12 µM
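Cells expressing the human receptor were seeded at 1500 cells/well, incubated overnight at 37 degrees C in 5% CO2, then exposed to library compounds with dopamine controls for 90 minutes at 37 degrees C before luminescent detection.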
EPAC2 antagonist: EPAC2 (human) antagonism; Q8WZA2; EPAC2 GEF exchange of Rap1B-BODIPY-GDP, fluorescence; Potency, µM (doses to about 114 µM), without a hit: at the highest dose activity, negative = inhibition, usual class: inhibitors; 360,000 compounds, 0.18% hits; AID 720708; further: potency means the concentration at half of the fitted maximal effect; on the % scale 0 is the no-effect control and ±100 the full control effect; nearly all actives have a fitted effect of over 45% in size; many of its hits are not listed in these tables
Target sequence (Q8WZA2 whole entry, looked up): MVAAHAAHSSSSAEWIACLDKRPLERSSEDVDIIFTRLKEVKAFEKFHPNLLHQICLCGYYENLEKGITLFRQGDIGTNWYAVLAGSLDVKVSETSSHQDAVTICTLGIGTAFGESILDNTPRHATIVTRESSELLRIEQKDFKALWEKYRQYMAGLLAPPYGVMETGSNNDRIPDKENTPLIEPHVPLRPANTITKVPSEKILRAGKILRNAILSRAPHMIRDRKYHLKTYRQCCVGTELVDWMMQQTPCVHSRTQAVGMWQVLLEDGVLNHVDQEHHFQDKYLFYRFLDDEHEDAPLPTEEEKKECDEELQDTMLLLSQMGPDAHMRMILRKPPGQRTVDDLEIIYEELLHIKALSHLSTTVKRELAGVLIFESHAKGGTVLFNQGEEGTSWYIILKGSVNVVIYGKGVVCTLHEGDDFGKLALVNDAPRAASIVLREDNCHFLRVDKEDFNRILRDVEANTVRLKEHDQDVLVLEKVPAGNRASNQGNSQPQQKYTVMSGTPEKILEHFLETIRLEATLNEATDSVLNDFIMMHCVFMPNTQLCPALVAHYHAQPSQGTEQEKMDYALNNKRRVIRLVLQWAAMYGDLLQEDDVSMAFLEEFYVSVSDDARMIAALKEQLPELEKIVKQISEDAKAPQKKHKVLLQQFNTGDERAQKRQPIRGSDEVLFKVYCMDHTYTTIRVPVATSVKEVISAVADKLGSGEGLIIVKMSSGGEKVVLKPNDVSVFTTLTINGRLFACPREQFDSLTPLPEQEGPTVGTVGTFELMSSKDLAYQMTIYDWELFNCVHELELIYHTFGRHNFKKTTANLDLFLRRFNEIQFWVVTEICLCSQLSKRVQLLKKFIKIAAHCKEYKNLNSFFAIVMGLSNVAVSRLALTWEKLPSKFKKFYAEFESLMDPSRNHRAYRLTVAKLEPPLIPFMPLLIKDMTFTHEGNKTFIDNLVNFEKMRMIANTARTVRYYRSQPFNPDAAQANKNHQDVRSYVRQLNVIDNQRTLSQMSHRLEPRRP
Abeta yeast res: compounds reversing amyloid beta toxicity in yeast | 410,000 compounds, 0.063% hits | Potency, µM (top dose mostly 46.1 µM), for the others: top-dose growth rescue, actives largely listed as activators | yeast expressing A-beta42, growth rescue, OD600, 48 h; response scale: 0% DMSO, 100% iron-clioquinol control; further: potency means the concentration at half of the fitted maximal effect; nearly all actives have a fitted effect of over 55% in size
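Yeast A-beta toxicity model in growth medium with pinned compounds, 48 h at 30 C; growth read as absorbance at 600 nm. Normalized to FeCl3/clioquinol equimolar mix (positive) and DMSO (negative).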
TDP-43 yeast inh: inhibitors of TDP-43 toxicity in yeast; TDP-43 expressing yeast growth rescue, BacTiter-Glo, 24 h; Potency, µM (top dose mostly 46.1 µM), inactives show at the top dose growth rescue (activation), actives largely listed as activators; 410,000 compounds, 1.8% hits; further: potency means the concentration at half of the fitted maximal effect; % of control where 0% means no effect; nearly all actives have a fitted effect of over 50% in size
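Luminescence from BacTiter-Glo reports growth of TDP-43-expressing yeast after 24 hr at 30 deg C with compound. Cells were raffinose-pregrown to mid-log, then seeded in galactose medium at OD600=0.02.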
EPAC2 agonist: activates human EPAC2 exchange factor. Q8WZA2. EPAC2 activation, biochemical qHTS; response scale: 100% = 6.5 mM cAMP response. Potency, µM (highest dose often 154 µM), for inactives: at the top dose activation, usual class: activators. 360,000 compounds, 0.079% hits; further: potency means the concentration at half of the fitted maximal effect; nearly all actives have a fitted effect of over 50% in size
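Compounds were added across a concentration range to EPAC2 (100 nM), RAP1B-BODIPY-GDP (250 nM) and GDP (50 uM). After 5 min at room temperature, fluorescence was recorded at 5-min intervals for 30 min.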
* hit, by the source's call; u = inconclusive; x = no result given; & = joins results of further samples; [ ] = remark or other dose. Unless noted, the call rests on the fitted dose curve; in most records, active means well fitted curve in the direction sought with a large enough effect; inconclusive means small, poorly fitted or top-dose-only effect, or another doubt; inactive means no such curve, though single readings can be large; an effect the other way counts as inactive or inconclusive. A portion of the library, so the mix of outcomes need not match the whole.

SMILES | aSyn rescue | FUS yeast rescue | D3 ag | DRD3 antagonist | EPAC2 antagonist | Abeta yeast res | TDP-43 yeast inh | EPAC2 agonist
CCN(CC)c1ccc(C=Nc2ccc(C)cc2C)c(O)c1 | 12% | 33% | 4 | 4 | 9% | -2% | -30% | -4%
Cc1nc2c(c(C)c1CCC(=O)N1CCN(c3ccccc3)CC1)c(=O)n(C)c(=O)n2C | x | -19% | -8 | x | x | -9% | -9% | x
Cc1ccc2nc3c(cc(C(N)=S)c(=N)n3CCCOC(C)C)c(=O)n2c1 | -1% | 23% | -24 | -17 | -7% | -4% | -7% | -7%
C=COC(=O)NC1CCc2cc(OC)c(OC)c(OC)c2-c2ccc(SC)c(=O)cc21 (stereo not given) | 2% | x | -6 | -9 | -7% | 6% | u | 7%
CCOC(=O)c1c(C)oc2c1c(C=NCCC(=O)O)c(O)c1ccccc12 | 1% | u | -10 | u | -24% | -11% | 7% | -9%
CC(=O)c1cccc(NC(=O)C2(C)Cc3c(-c4cccc(C(F)(F)F)c4)ccnc3O2)c1 (stereo not given) | u | u | -2 | 0 | -12% | 10% | 35µM* | 0%
COc1cccc(C2C=C(c3ccc(Br)s3)Nc3ncnn32)c1OC (stereo not given) | 4% | x | 3 | -12 | 12% | -8% | 0% | 4%
CC1CCCN(C(=O)COC(=O)c2n[nH]c3ccccc23)C1 (stereo not given) | -1% | 10% | 4 | 8 | 5% | 7% | -7% | 0%
CC1CN(C(=S)SCCN2Cc3ccccc3C2=O)CC(C)O1 (stereo not given) | -4% | 19% | -22 | 6 | -6% | -15% | -5% | 5%
O=S(=O)(c1ccccc1)N1CCN(c2ccnc3cc(Cl)ccc23)CC1 | -2% | 4% | 10 | -8 | -3% | -10% | 10% | 10%
CN(C)CCNC(=O)c1scc2c1CCCC2 | -1% | -5% | -18 | 0 | 4% | 9% | -1% | 9%
CCOc1ccc(S(=O)(=O)n2c(C)nc3ccccc32)cc1 | -3% | -17% | -1 | -4 | -12% | 5% | 28% | 9%
CCOC(=O)CCCNC(=O)CSc1nc2ccc(OCC)cc2[nH]1 | -8% | 12% | 1 | -6 | 1% | -14% | -11% | 10%
COC(=O)CCCNC(=O)OCc1ccc([N+](=O)[O-])cc1 | 9% | -15% | 0 | -9 | -2% | -1% | 5% | -2%
Cc1cccc(C)c1-n1nnnc1C1(C)CCC(=O)N1Cc1ccco1 (stereo not given) | u | -13% | 3 | -20 | 3% | -3% | 13% | 6%
Cn1c(=O)cc(OCC(=O)N2CCN(c3ccccc3F)CC2)c2ccccc21 | 13% | -19%&-33% | 3&5 | 11 | -11%[57.1 µM] | -5%&-1% | 7%&12% | 2%
Nc1ccc(C(=O)c2cccs2)cc1[N+](=O)[O-] | -3% | 7% | 0 | -14 | -11% | -18% | u | 11%
Cc1c(C(=O)N2c3ccccc3CC2C)oc2ccccc12 (stereo not given) | -33%[inhibitor] | 7% | 5 | 47 | u | -9% | 19% | 11%
COc1nc(N2CCOCC2)nc(C)c1[N+](=O)[O-] | 0% | 1% | -4 | u | -8% | 5% | -24% | 10%
O=C(Nc1cccnc1Cl)c1ccc(=O)oc1 | -1% | u | -20 | -11 | 19% | 6% | -22%[1.82 µM] | 6%
O=C1C=C(Nc2ccc(Cl)cc2)C(=O)N1c1ccc(Cl)cc1 | 3% | u | 1 | 11 | 6% | 5% | u | -8%
CCn1c(=O)cc(SCC(=O)NCCc2ccc(Cl)cc2)c2ccccc21 | x | 33% | 1 | x | x | 7% | 18% | x
COc1ccc(-c2nc3cc(C)c(Br)c(C)n3c2Cc2ccccc2C(F)(F)F)cc1OC | 8% | 10% | -3 | 3 | -13% | 4% | 24% | -11%
CCc1ccccc1Nc1ccc(C(=O)O)cc1N | 6% | 22% | -2 | -3 | 11% | -5% | u | -5%
Cc1ccc(-n2ncc3c(NCCCOC(C)C)ncnc32)c(C)c1 | -9% | -6% | -1 | 0 | -16% | 12% | u | -7%
O=C(Nc1ccc(-n2cc(Br)cn2)cc1)c1ccncc1 | -1% | -11% | -1 | -11 | 4% | -14% | -3% | 4%
CCOC(=O)N1CCC(NS(=O)(=O)c2ccc(C)cc2)CC1 | -3% | 6% | -7 | 20 | 16% | -12% | 0% | 1%
CCN(CC)C(=O)N1CCc2ccccc21 | 0% | 16% | 0 | -10 | -1% | 1% | 14% | 7%
CCC(=NNS(=O)(=O)c1ccc(C)cc1)c1ccc(OC)c(C)c1 | -8% | -9% | 4 | 10 | -27% | 12% | 29% | 14%
COc1cccc(NC(=S)N(CCCN2CCCC2)Cc2ccco2)c1 | -1% | -7% | -15 | -12 | 4% | 4% | -9% | 2%
CCCc1cc(-n2cnc3ccccc32)n2c(nc3ccccc32)c1C#N | 1% | 20% | -6 | 9 | 2% | -6% | u | 2%
COc1ccc2nc(C)cc(NCc3cccc(C(F)(F)F)c3)c2c1 | 0% | 8% | -8 | -6 | -1% | 10% | -11% | 10%
Cc1ccc2nc(-c3cccnc3)c(Nc3ccccc3C)n2c1 | -12% | 30%&-7% | -15&-2 | -2 | -4% | -15%&-10% | 0%&5% | 4%
O=C(Nc1ccc(N2CCN(C(=O)c3ccccc3)CC2)c(Cl)c1)c1cccnc1 | 6% | 21% | 3 | 13 | -4% | 34% | u | 4%
COCCCNS(=O)(=O)c1ccc(Cl)c(C(F)(F)F)c1 | -13% | -18% | 2 | 8 | -24% | 25% | 24% | -4%
O=[N+]([O-])c1ccc(Nc2nccc(Cl)n2)cc1 | 3% | 37% | 7 | 7 | 2% | 1% | 5.6µM* | 4%

Entries shown so far with a nitro group on carbon:
SMILES | aSyn rescue | FUS yeast rescue | D3 ag | DRD3 antagonist | EPAC2 antagonist | Abeta yeast res | TDP-43 yeast inh | EPAC2 agonist
COC(=O)CCCNC(=O)OCc1ccc([N+](=O)[O-])cc1 | 9% | -15% | 0 | -9 | -2% | -1% | 5% | -2%
Nc1ccc(C(=O)c2cccs2)cc1[N+](=O)[O-] | -3% | 7% | 0 | -14 | -11% | -18% | u | 11%
COc1nc(N2CCOCC2)nc(C)c1[N+](=O)[O-] | 0% | 1% | -4 | u | -8% | 5% | -24% | 10%
O=[N+]([O-])c1ccc(Nc2nccc(Cl)n2)cc1 | 3% | 37% | 7 | 7 | 2% | 1% | 5.6µM* | 4%

Remaining list, next part
SMILES | aSyn rescue | FUS yeast rescue | D3 ag | DRD3 antagonist | EPAC2 antagonist | Abeta yeast res | TDP-43 yeast inh | EPAC2 agonist
CCCn1c(C(C)Nc2nc(-c3ccc(C)cc3)cs2)nc2cc(Cl)c(Cl)cc21 (stereo not given) | 4% | -8% | 0 | 10 | -6% | 12% | 27% | 7%
O=C(CC1(O)C(=O)N(CCc2ccccc2)c2ccccc21)c1ccccn1 (stereo not given) | -1% | 12% | -6 | -11 | 5% | -1% | -5% | 4%
Cc1cccc(C(=O)Nc2nnc(Cc3c[nH]c4ccccc34)s2)c1 | 2% | 34% | -8 | -11 | 18% | -5% | -15% | 7%
CSC1=NCCN1C(=O)COc1ccc2ccccc2c1 | 0% | -18% | 2 | 3 | -3% | -7% | -24% | 2%
COc1ccc(OC)c(/C(C)=N/Nc2ccc(C(=O)O)cc2)c1 | 9% | 1% | 4 | 4 | 0% | 16% | -3%[0.397 µM] | 3%
CC(C)(C)c1ccc(C2(C)NC(=O)N(CC(=O)Nc3ccc4c(c3)OCO4)C2=O)cc1 (stereo not given) | 14% | 9% | -7 | 6 | -20% | -4% | 7% | -11%
Cc1c(NC(=O)c2cc(-c3ccccc3)on2)c(=O)n(-c2ccccc2)n1C | 15% | -4% | -2 | -5 | -1% | -6% | -27% | -2%
O=C(N=C1SC2CS(=O)(=O)CC2N1c1cccc(Cl)c1Cl)C1CCCO1 (stereo not given) | -5% | 23% | 0 | -10 | 4% | -9% | 16% | -3%
COc1cccc(C2CC(c3ccccc3)Nc3ncnn32)c1 (stereo not given) | -8% | 23% | 3 | 14 | 8% | 0% | -24% | -3%
Cc1ccc2c(c1)C(=O)C(=O)N2CC(=O)OC(C)C | 5% | 15% | -5 | u | 3% | -3% | 1% | -4%
O=C1S/C(=C\C=C\c2ccco2)C(=O)N1c1ccc(O)cc1 | 2% | 39% | 18 | 2 | 0% | -17% | 3% | 4%
COc1cc(OC)c2c(-c3ccccc3)cc(=O)oc2c1C(CCN1CCOCC1)c1ccc(N(C)C)cc1 (stereo not given) | u | 15% | 0 | 0 | -12% | 3% | 8% | -1%
OC(CNCCc1ccc(Cl)cc1)COc1ccc2ccccc2c1 (stereo not given) | -10% | 24% | -9 | 14 | -12% | -6% | -10% | -3%
O=[N+]([O-])c1cc(C(F)(F)F)ccc1NCCNC(=S)Nc1ccc(Cl)cc1 | -64%[inhibitor] | u | -6 | -17 | -8% | -32%[inhibitor] | -15% | 20%
COC(=O)COc1cc(Cl)c(C=O)cc1OC | 0% | -13% | 0 | 1 | 0% | -5% | 11% | 3%
O=Cc1cccn1-c1ccc2ccccc2c1 | 5% | -25% | 1 | 2 | -17% | 11% | 24% | 7%
COCCN(CC(=O)Nc1ccccc1C)S(=O)(=O)c1ccc(S(=O)(=O)N2CCCC2)cc1 | -6% | 13% | 5 | 2 | 4% | -11% | -5% | -9%
Cc1ccc(S(=O)(=O)N2CCN(CC(=O)N/N=C\c3cccnc3)CC2)cc1 | -4% | 26% | -1 | 1 | 23% | -5% | -30% | 4%
COc1ccc(CNC(=O)C2CCN(C(=O)c3ccco3)CC2)cc1 | -3% | 0% | 0 | 0 | 10% | -5% | -13% | 5%
Cc1ccc(NC(=O)c2cc(S(=O)(=O)N3CCCCC3)ccc2N2CCOCC2)cc1S(=O)(=O)N(C)C | 4% | u | 1 | 10 | -8% | -10% | 3% | 6%
O=C1[C@H](Cc2ccccc2)NCC=CC[C@@H](c2ccco2)N1Cc1ccccc1 | -3% | 4% | -20 | 0 | -27% | 3% | 2% | 6%
O=C(CCCCl)NC1=NN(c2ccccc2)C(=O)C1 | -4% | x | -14 | -21 | 20% | 0% | -12% | 10%
CCN1C(=O)N[C@@H](c2ccccc2)[C@@H](C(=O)OC)[C@H]1C | -6% | -26% | 3 | -2 | 4% | 1% | 10% | 6%
O=C(O)CN1CCN(Cc2ccc(F)cc2)C1=O | 1% | -4% | 5 | -19 | 1% | 1% | -7% | 4%
